CR mimetic SO: caloric restriction mimetics inhibiting age-related superoxide in yeast | superoxide response (% of plate mean), % at 10 µM | S. cerevisiae aged cells, superoxide DHE fluorescence; hits give low values | AID 2690 | 0.18% of 330,000 active;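 active = superoxide response under a set limit, about three screen SD below normal, cut at about 65% in these data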;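 also: yeast aged for seven days with compound at 30 °C before DHE staining; 100% = average MFI of all compound-treated wells on the plate with controls excluded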
CIT2 TOR yeast: modulators of TOR pathway CIT2-GFP in S. cerevisiae; AID 2029; GFP response vs DMSO, % at 10 µM; S. cerevisiae CIT2-GFP strain, flow cytometry, 3 h; 100 means same as DMSO wells; 0.065% of 320,000 active;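 active = GFP response relative to DMSO above a set limit, near the screen mean plus 3 SD, cut at about 150% in these data; inconclusive = Fewer than 70 cells measured for a yeast strain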;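 also: ratio of well median GFP fluorescence to mean of DMSO wells on the plate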
GLD-1 TGE inh: GLD-1-TGE RNA interaction inhibition (C. elegans) | inhibition, % at 5.96 µM | AID 2280 | 0.44% of 320,000 active | purified GLD-1 + fluorescein TGE RNA, fluorescence polarization;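 active = percent inhibition above a per-plate cutoff, the plate mean of test compounds plus 3 SD, cut at about 30% in these data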;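 also: 0% = DMSO wells with GLD-1 and probe and 100% = wells lacking GLD-1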
VLA-4 inh: inhibition in a human VLA-4 binding assay; P13612; VLA-4 expressing cells, ligand binding flow cytometry; inhibition, % (about 7 µM as worked out from the volumes in the protocol); 0.2% of 330,000 active; AID 2557; in the data active = inhibition above about 50%
Target sequence (P13612 whole entry, looked up): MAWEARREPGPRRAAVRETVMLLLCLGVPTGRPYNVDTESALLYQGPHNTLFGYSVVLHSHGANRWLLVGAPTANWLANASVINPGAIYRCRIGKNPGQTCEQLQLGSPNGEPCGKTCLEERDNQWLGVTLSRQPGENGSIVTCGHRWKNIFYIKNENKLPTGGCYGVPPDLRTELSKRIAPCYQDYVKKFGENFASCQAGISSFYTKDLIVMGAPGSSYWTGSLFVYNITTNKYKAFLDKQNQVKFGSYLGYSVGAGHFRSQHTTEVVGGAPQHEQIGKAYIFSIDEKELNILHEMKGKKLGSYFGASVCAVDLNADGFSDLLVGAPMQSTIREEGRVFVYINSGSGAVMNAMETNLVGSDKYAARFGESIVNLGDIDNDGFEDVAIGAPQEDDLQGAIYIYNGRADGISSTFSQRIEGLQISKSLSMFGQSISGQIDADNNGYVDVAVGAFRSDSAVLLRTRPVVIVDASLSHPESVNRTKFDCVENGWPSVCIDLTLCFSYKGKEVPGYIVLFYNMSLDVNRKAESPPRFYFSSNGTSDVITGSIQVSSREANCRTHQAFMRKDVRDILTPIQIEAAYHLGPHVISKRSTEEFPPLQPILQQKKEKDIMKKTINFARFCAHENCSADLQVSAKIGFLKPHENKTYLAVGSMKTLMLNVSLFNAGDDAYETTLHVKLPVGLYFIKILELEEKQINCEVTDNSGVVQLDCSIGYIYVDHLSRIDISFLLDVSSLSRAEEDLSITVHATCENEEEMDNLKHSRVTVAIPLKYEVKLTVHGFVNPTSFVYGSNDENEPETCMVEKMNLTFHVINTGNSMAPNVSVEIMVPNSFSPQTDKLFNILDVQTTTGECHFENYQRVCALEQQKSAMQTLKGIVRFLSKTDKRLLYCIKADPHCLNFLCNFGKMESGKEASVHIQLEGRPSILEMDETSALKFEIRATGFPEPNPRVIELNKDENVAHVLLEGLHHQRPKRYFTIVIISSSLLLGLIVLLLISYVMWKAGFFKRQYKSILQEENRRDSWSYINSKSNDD
Bcl-xL primary: blocks human Bcl-xL binding to Bim BH3 peptide | GST-Bcl-xL / FITC-Bim BH3 peptide fluorescence polarization | 0.7% of 320,000 active | inhibition, % at 10.9 µM | Q07817;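 active = inhibition above the mean of all tested compounds plus 3 SD, cutoff set per campaign, cut at about 30% in these data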;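 also: 0% = DMSO wells and 100% = unlabeled Bim-BH3 peptide competitor; inhibitors lower millipolarization by displacing the labeled peptide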
GRK2 inh: inhibitors of human GRK2 displacing RNA aptamer. 0.59% of 330,000 active. P25098. bead flow cytometry, FAM-aptamer displacement from GRK2. inhibition of aptamer binding, % at 10 µM;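 active = inhibition of aptamer binding above 40%, roughly 3 SD of noise, on plates passing a quality check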;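 also: median bead fluorescence of bound FAM aptamer so fluorescent compounds give negative values; no value below 0 was filed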
MEX-5 binding: C. elegans MEX-5 TCR-2 RNA binding activity | activity score (negative = inhibition of binding), % at 10 µM | Q9XUB2 | 0.38% of 300,000 active | MEX-5/FITC-TCR2 RNA binding, fluorescence polarization; hits give low values;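 active = inhibition past about -25% in most replicates, and total fluorescence under double the plate's negative control median, limit read from the data; inconclusive = replicates evenly split on the limit, or fluorescence at least double controls; inactive = too little inhibition in most replicates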;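 also: 0% = DMSO and -100% = 5 µM competing unlabeled TCR2 RNA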
AGP1-GFP MLPCN: alters AGP1-GFP fluorescence in TOR pathway yeast screen. S. cerevisiae AGP1-GFP multiplex flow cytometry, 3 h; GFP as percent of DMSO wells. GFP response vs DMSO, % at 10 µM. 0.02% of 320,000 active. AID 2066;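 active = GFP response relative to DMSO above a set limit, near screen average plus 3 SD, cut at about 150% in these data; inconclusive = fewer than 70 cells counted for the yeast strain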;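 also: median GFP channel fluorescence of the gated AGP1 strain per well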
MCL1 BIM primary: inhibitors of human MCL1 binding to BIM-BH3 peptide. GST-MCL1 / FITC-Bim-BH3 fluorescence polarization. AID 2057. inhibition, % at 10.9 µM. 0.68% of 320,000 active;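 active = inhibition above the mean inhibition of all tested compounds plus 3 SD, set per campaign, cut at about 40% in these data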;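 also: 0% = DMSO wells and 100% = unlabeled Bim-BH3 peptide control; higher means more loss of mP so more displacement of Bim peptide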
* = called active by the depositor; ? = inconclusive; nt = no result given; [ ] = remark or other dose.

Order of results: CR mimetic SO	CIT2 TOR yeast	GLD-1 TGE inh	VLA-4 inh	Bcl-xL primary	GRK2 inh	MEX-5 binding	AGP1-GFP MLPCN	MCL1 BIM primary
> CCC(C)(NC(=O)c1ccc(=O)[nH]c1)C(=O)NC1CCCC1 (centres undefined)
    94	92	4	-5	7	0	2.0	97	-2
> O=C(c1cnn2c(C(F)F)cc(-c3ccccc3)nc12)N1CCc2ccccc21
    105	101	5	8	2	5	-3.1	104	-2
> COc1ccc(NS(=O)(=O)c2ccc3c(c2)NC(=O)C(C)S3)cc1 (centres undefined)
    103	108	3	16	2	4	0.3	106	4
> O=C(Nc1ccc(F)cc1)C1CCN(C(=O)c2ccc([N+](=O)[O-])cc2)CC1
    111	100	-5	29	4	1	0.3	96	-6
> CC1CC(=O)N(c2ccc(NCc3ccccc3Cl)c([N+](=O)[O-])c2)C1=O (centres undefined)
    95	97	-3	-12	6	3	6.5	104	12
> COc1cccc(C(=O)N2CCN(Cc3ccccn3)CC2)c1OC
    127	92	-5	16	3	0	1.4	98	-6
> COc1cccc(-c2c(C#N)c(N)nc3c2c(=O)nc2sccn23)c1
    115	97	-2	23	11	2	0.9	103	5
> COc1ccc(NC(=O)Nc2cccc3c2O[C@H](CN(C)S(=O)(=O)c2cn(C)cn2)[C@@H](C)CN([C@H](C)CO)C3=O)cc1
    89	104	4	8	nt	0	nt	110	nt
> COc1ccc(C(=O)NCc2nnc(SCCOc3ccccc3)n2C)cc1
    82	100	6	-5	0	4	-1.7	96	3
> CCOc1cc(CNCCc2ccc(S(N)(=O)=O)cc2)ccc1OCc1ccccc1
    92	104	-1	11	1	0	-0.5	103	6
> CC(=O)N1N=C(c2cccc(NS(C)(=O)=O)c2)CC1c1ccc2c(c1)OCO2 (centres undefined)
    107	100	5	-8	6	3	0.3	99	12
> Cc1[nH]c2ccccc2c1C(=O)C(=O)N1CCN(C)CC1
    102	105	10	6	3	1	0.6	106	4
> COc1ccc(CCNC(=O)CSC2=Nc3ccccc3C3=NC(C(C)C)C(=O)N23)cc1OC (centres undefined)
    97	nt	-2	4	-3	1	-0.1	102	-5
> C=C1C(=O)O[C@@H]2[C@H]3O[C@]3(C)CC/C=C(\C)CC[C@@H]12
    98	88	2	21	8	4	nt	95	3
> O=C(Nc1ccc(NC(=O)c2cccs2)cc1)c1ccccc1
    93	101	-3	6	-1	2	-1.2	99	0
> CC(=O)Nc1ccc(S(=O)(=O)NCCC(=O)OCCN2C(=O)c3ccccc3C2=O)cc1
    73	115	-1	0	-2	2	0.3	107	-6
> O=C(Nc1cccnc1)c1ccc(Br)s1
    90	97	2	12	6	4	0.5	104	8
> CCOc1cc(-c2noc(CCC(=O)NC3CCCCC3)n2)ccc1OC
    101	112	4	4	3	2	-0.1	108	2
> CCOC(=O)N1CCN(C(=O)CN(Cc2ccccc2)S(=O)(=O)c2ccc(OC)c(Cl)c2)CC1
    104	97	-2	3	-1	3	0.9	92	-8
> Cc1ccc(C)n1-c1nn(S(=O)(=O)c2cccc(C(F)(F)F)c2)c2cccc(F)c12
    82	101	-5	-4	1	0	4.4	104	6
> Cn1cccc1Cc1nnc(SCC(=O)Nc2nccs2)n1C
    98	100	-10	8	1	1	-0.7	95	0
> CN(C)C(=C(C#N)C#N)N1CCN(c2ccc(Cl)cc2)CC1
    93	109	-2	-7	2	0	-2.9	108	-2
> CN(C)C(CNS(=O)(=O)c1cc([N+](=O)[O-])ccc1Cl)c1ccco1 (centres undefined)
    120	109	4	11	nt	4	nt	100	nt
> CN=C(Nc1cc(C)nn1CCC#N)c1ccc(F)cc1
    83	96	5	3	2	1	2.9	98	2
> CC1(c2cccc(Br)c2)NC(=O)N(CC(=O)c2ccc3c(c2)OCCO3)C1=O (centres undefined)
    96	97	-2	-5	nt	0	nt	95	nt
> CC(=O)N1CCN(c2ccc(NC(=O)c3ccccc3C)cc2)CC1
    88	105	3	15	0	0	0.1	105	-5
> CCc1ccc(NC(=O)c2c(Cl)nc(C)c(Cl)c2C)cc1
    111	102	4	15	5	0	-0.2	98	-1
> CC(=O)c1ccc(N2CCN(S(=O)(=O)c3cc4c(cc3C)NC(=O)CO4)CC2)cc1
    99	105	5	-13	-4	15	-3.1	103	-7
> CCCn1c(=O)c(C(=O)NCc2ccccc2)c(O)c2ccccc21
    100	98	-4	-6	5	0	0.8	101	2
> Fc1ccccc1-n1cn[nH]c1=S
    99	99	-4	14	-7	0	-3.5	93	-11
> COC(=O)c1ccccc1NC(=O)COC(=O)/C=C/c1cccs1
    118	108	1	4	nt	1	nt	112	nt
> N#Cc1c(SCc2cccc(Cl)c2)sc(C(=O)c2ccccc2)c1N
    112	85	-13	19	-14	0	-0.5	92	-21
> CCOC(=O)c1sc(NC(=O)c2cccnc2)nc1C
    103	85	-2	29	2	0	1.7	92	7
> CCOc1ccc(C(F)(F)F)cc1NC(C)=O
    76	105	-7	14	1	1	2.8	101	-2
> CCOC(=O)/C(C#N)=C1/C=CNC(=O)N1
    89	91	0	8	2	3	1.0	96	2
> CC(C)CNS(=O)(=O)c1ccc(OCC(=O)NCc2ccco2)cc1
    111	93	-5	-21	2	8	1.6	95	-3
> CC(Oc1ccccc1)C(=O)NN1Cc2ccccc2C1=N (centres undefined)
    94	98	0	8	5	4	0.2	101	10
> O=C(CN1C(=O)S/C(=C\c2ccc(F)cc2)C1=O)NCCCn1ccnc1
    117	?	-5	0	5	0	3.8	13[may fluoresce violet]	4
> O=C(COC(=O)CCC(=O)c1ccc(F)cc1)NCc1ccccc1Cl
    102	99	2	6	nt	0	nt	101	nt
> Nc1nc(-c2ccc(F)cc2)cs1
    86	116	1	-3	-3	1	3.8	108	0
> O=C(NCc1cccnc1)C(=O)NCC(c1ccco1)N1CCN(c2ccccc2)CC1 (centres undefined)
    109	98	-4	4	3	0	-0.1	103	1
> O=C(NNC(=O)C1CCCC1)c1cc([N+](=O)[O-])cc([N+](=O)[O-])c1
    89	89	4	11	4	2	nt	102	9
> COc1c(Cl)ccc(Cl)c1C(=O)NC(=O)Nc1nc(C)cc(C)n1
    105	99	0	-11	5	3	-0.7	107	-1
> CCN(C(=O)c1c(C)noc1C)c1c(N)n(Cc2ccccc2)c(=O)[nH]c1=O
    92	93	10	6	-3	2	nt	105	-5
> O=C(CSc1nc2ccccc2[nH]1)N/N=C/c1ccncc1
    95	98	8	-6	0	3	0.9	109	7
> Cn1cnnc1SCC(=O)Nc1ncc([N+](=O)[O-])s1
    121	94	4	0	nt	12	nt	97	nt
> Cn1c(CCN2CCCCC2)nc2cc(NC(=O)Nc3ccccc3)ccc21
    92	88	-2	0	-1	3	0.5	nt	6
> Cc1cc(C(=O)NNC(=O)c2ccccc2O)c(C)o1
    100	104	5	7	4	0	nt	92	10
> CC1CC(C)CN(S(=O)(=O)CC23CCC(CC2=O)C3(C)C)C1 (centres undefined)
    103	102	0	3	5	2	2.3	103	4
> COc1cc(C(=O)NCCNC(=O)C2CCCNC2=O)cc(OC)c1OC (centres undefined)
    112	94	2	0	0	1	0.4	105	-2
> O=C(N=C1SC2CS(=O)(=O)CC2N1c1ccccc1)c1ccccc1 (centres undefined)
    81	114	3	11	nt	0	nt	100	nt
> O=C(O)c1cccc(-c2ccc(/C=N/Nc3nn[nH]n3)o2)c1
    99	112	2	16	7	6	-8.6	72	4
> CCOn1c(=O)c(-c2ccc(F)cc2)[n+]([O-])c2ccccc21
    101	109	nt	3	nt	0	2.3	111	nt
> COc1ccc(N2CCN(C(=O)CCc3nnc4ccc(N5CCC(C)CC5)nn34)CC2)cc1
    133	103	0	0	4	3	-2.5	101	-1
> CCCn1c(=N)c(S(=O)(=O)c2ccc(F)cc2)cc2c(=O)n3ccccc3nc21
    107	93	2	10	3	0	-6.9	90	-4
> O=C(NCc1ccccc1)c1c(O)c2cccc3c2n(c1=O)CCC3
    89	104	1	3	4	4	0.2	102	3
> CCOC(=O)C(C)n1cnc2c(nnn2-c2cccc(OC)c2)c1=O (centres undefined)
    120	100	10	4	4	0	-3.4	92	3
> Cn1c(CN2CCN(c3ccc(Cl)cc3)CC2)nc2ccccc21
    108	89	3	2	7	2	-1.7	98	4
> Cc1nc2ccccc2c(=O)n1/N=C/c1ccccc1O
    94	102	-6	2	2	0	nt	102	1
> COc1ccccc1N1CCN(CC(=O)Nc2c(C)n[nH]c2C)CC1
    94	102	7	-1	4	0	2.1	nt	5

Next part.
Order of results: CR mimetic SO	CIT2 TOR yeast	GLD-1 TGE inh	VLA-4 inh	Bcl-xL primary	GRK2 inh	MEX-5 binding	AGP1-GFP MLPCN	MCL1 BIM primary
> CC1Oc2ccccc2N(CC(=O)NCc2ccc3c(c2)OCO3)C1=O (centres undefined)
    111	96	0	-3	5	3	-1.1	100	9
> COc1ccc2oc(C(=O)OCC(=O)N3CCN(S(=O)(=O)c4ccccc4)CC3)c(C)c2c1
    86	113	3	41	-6	2	4.4	109	-9
> O=C(c1ccco1)N(Cc1ccco1)c1ccc(O)cc1
    96	98	-3	-8	0	0	1.8	101	0
> O=C(N/N=C/c1coc2ccc(Cl)cc2c1=O)c1ccc(O)cc1
    95	86	nt	-2	nt	7	-3.6	84	nt
> COC(=O)c1scc(S(=O)(=O)C(C)(C)C)c1-n1cccc1
    91	95	3	22	4	0	0.5	98	4
> CC(C)NC(=O)[C@H](CSCc1ccccc1)N1Cc2ccccc2C1=O
    103	102	-3	36	2	0	0.9	103	5
> O=[N+]([O-])c1cc(Cl)ccc1NCCNc1ncc(C(F)(F)F)cc1Cl
    109	108	3	6	-3	2	-0.9	102	-9
> CN(C(=O)Nc1cccc(C(F)(F)F)c1)C1CCCCC1
    54*	104	-5	8	-3	1	-0.7	101	-5
> CCOc1nc(C)ccc1-c1noc(-c2ccccc2OC)n1
    103	99	-7	5	3	0	-2.6	98	8
> CCOC(=O)/C(=N/Nc1ccc(Cl)cc1)S(=O)(=O)c1ccc(Cl)cc1
    130	98	-3	6	-2	1	1.8	104	-6
> Cc1cccc(-c2nnc3n2N=C(c2ccc(Br)cc2)CS3)c1
    96	106	10	-18	4	4	-1.0	106	-2
> O=C(CC(=O)N/N=C\c1ccccc1)NCCc1ccccc1
    98	102	7	0	2	10	2.4	105	0
> Cc1ccc(S(=O)(=O)N(CC(=O)NC2CC2)c2ccc(C)c(Cl)c2)cc1
    102	90	3	13	2	1	-1.2	82	14
> Cc1ccc(O)c(NC(=O)/C=C/C(=O)O)c1
    85	96	2	8	14	2	0.9	98	-2
> N#Cc1ccc(Oc2ccc(NC(=O)C3CC=CCC3C(=O)O)cc2)cc1 (centres undefined)
    77	101	-2	8	8	2	-0.5	100	1
> CSc1ncccc1C(=O)NNc1cc(Cl)ccc1Cl
    96	110	3	-11	1	0	-0.4	105	-4
> O=C(C1CCCN(Cc2ccccc2F)C1)N1CCCCC1 (centres undefined)
    99	92	-2	-2	2	3	-1.5	81	-3
> O=C(COC(=O)c1ccccn1)NCCc1ccc(Cl)cc1
    111	109	2	7	nt	2	nt	105	nt
> Cc1cc(/C=C2\SC(=S)N(Cc3ccco3)C2=O)c(C)n1-c1ccccc1
    106	148	32*	-200	-10	0	-22	96	-29

Compounds were not picked by outcome; any-hit rate near 2.1%.
